ATG4B inhibitor: blocks human ATG4B protease cleavage of LC3 substrate; Q9Y4P1; ATG4B cleavage of LC3-PLA2, NBD-HPC fluorescence, 1 h; inhibition, % at 8.33 µM; actives 0.51% (n = 340,000); in the data active = inhibition above about 40%
MPTP block: blocks calcium-induced mitochondrial swelling; isolated mouse mitochondria, Ca2+ swelling absorbance, 30 min; inhibition, % at 10 µM; actives 1.4% (n = 360,000);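 active = inhibition of 50% or more, scaled per plate between neutral and stimulator controls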;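 also: 0% = DMSO wells given calcium and 100% = 1 mM EGTA wells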
HKDC1 inh: HKDC1 (human) hexokinase inhibition. Q2TB90. AID 493160. actives 0.16% (n = 340,000). inhibition, % at 20 µM. recombinant HKDC1, G6PDH/diaphorase resazurin coupled fluorescence;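 active = inhibition above about 35% when tested at 20 µM, limit read from the data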;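 also: plate controls were DMSO wells with enzyme for no effect and DMSO wells lacking enzyme for full effect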
Target sequence (Q2TB90 whole entry, looked up): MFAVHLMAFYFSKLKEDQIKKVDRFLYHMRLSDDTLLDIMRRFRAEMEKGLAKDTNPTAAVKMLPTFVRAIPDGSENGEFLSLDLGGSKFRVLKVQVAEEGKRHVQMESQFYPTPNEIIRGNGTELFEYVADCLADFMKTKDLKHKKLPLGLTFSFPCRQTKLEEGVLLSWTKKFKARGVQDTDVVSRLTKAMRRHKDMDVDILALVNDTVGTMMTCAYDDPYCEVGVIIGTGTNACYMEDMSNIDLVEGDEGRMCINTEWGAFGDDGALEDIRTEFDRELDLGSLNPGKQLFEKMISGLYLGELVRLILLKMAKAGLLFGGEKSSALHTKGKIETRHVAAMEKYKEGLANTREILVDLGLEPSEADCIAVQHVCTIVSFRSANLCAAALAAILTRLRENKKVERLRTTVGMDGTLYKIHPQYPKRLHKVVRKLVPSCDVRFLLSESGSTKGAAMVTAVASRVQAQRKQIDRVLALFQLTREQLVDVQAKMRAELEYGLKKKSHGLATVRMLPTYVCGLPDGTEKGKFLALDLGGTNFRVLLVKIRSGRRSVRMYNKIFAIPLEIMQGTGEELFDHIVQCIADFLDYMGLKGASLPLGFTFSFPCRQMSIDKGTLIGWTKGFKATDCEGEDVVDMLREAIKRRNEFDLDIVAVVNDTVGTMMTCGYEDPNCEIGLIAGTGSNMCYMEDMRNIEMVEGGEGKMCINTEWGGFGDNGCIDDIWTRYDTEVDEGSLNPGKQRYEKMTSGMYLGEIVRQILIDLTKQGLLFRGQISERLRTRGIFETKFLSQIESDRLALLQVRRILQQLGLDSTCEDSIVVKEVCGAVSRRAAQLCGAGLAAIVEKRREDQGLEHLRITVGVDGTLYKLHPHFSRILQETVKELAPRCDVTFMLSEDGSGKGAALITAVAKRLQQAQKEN
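Test system: recombinant HKDC1 (HK5) hexokinase enzyme, produced in-house; Amount: enzyme 5 µg/mL final; Buffer or medium: Tris pH 8.0 buffer with MgCl2, Tween-20, BSA, BME; Reagent: glucose and ATP substrates; Doses: 20 µM test compound, 1% DMSO; Incubation: 90 min reaction incubation at room temperature, dark; Detection: resorufin fluorescence at 613 nm.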
SENP7 block: blocks the human protease SENP7; Q9BQF6; recombinant SENP7, Z-RLRGG-aminoluciferin luminescence, 40 min; inhibition, % at 5 µM; actives 1.5% (n = 330,000);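 active = inhibition above about 50% at the single test dose, limit read from the data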;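 also: plate controls were DMSO with enzyme for no effect and no enzyme buffer wells for full effect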
SENP8 inh: inhibitors of human SENP8 protease | Q96LD8 | recombinant SENP8, Nedd8 substrate fluorescence | inhibition, % at 20 µM | actives 0.64% (n = 360,000) | AID 602440; in the data active = inhibition mostly above about 40%, no sharp cut-off; inactive = mostly below about 27%
Target sequence (Q96LD8 whole entry, looked up): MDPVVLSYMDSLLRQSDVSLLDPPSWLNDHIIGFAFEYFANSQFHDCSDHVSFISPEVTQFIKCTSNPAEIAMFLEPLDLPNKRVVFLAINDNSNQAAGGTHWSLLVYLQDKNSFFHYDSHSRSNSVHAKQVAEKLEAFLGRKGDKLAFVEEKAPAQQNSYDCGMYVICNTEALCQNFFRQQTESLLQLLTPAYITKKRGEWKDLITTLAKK
PfG6PD inh: PfG6PD (Plasmodium falciparum) enzyme inhibition; PfGluPho enzyme, NADPH resazurin-diaphorase fluorescence; inhibition, % at 20 µM; actives 0.78% (n = 350,000);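 active = inhibition reaching at least a set limit at 20 µM in the primary screen, cut at about 59% in these data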;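 also: 0% = DMSO wells with substrate and 100% = DMSO wells lacking glucose-6-phosphate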
NR3A LBD binder: modulates the human NR3A ligand-binding domain | actives 2.5% (n = 340,000) | AID 1259313 | NR3A LBD differential scanning fluorimetry, Tm shift; 0% = protein alone, 100% = glycine-bound protein | Tm shift relative to glycine control, % at 25 µM;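 active = melting temperature shift of at least 10% of the positive control shift, at one fixed dose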
SENP6 block: inhibitors of human SENP6 protease. Q9GZR1. Recombinant SENP6 catalytic domain, aminoluciferin luminescence. inhibition, % at 10 µM. actives 1.8% (n = 330,000). AID 2599;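 active = inhibition above about 50% at the single tested dose, limit read from the data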;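 also: plate controls were DMSO wells with enzyme for no effect and DMSO wells lacking enzyme for full effect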
Active calls of the source: *; · = no result given.

SMILES	ATG4B inhibitor	MPTP block	HKDC1 inh	SENP7 block	SENP8 inh	PfG6PD inh	NR3A LBD binder	SENP6 block
COc1ccc(-n2ncc3c(N4CCCCC4)ncnc32)cc1	2	-0.2	7	98*	-351	0	-4	96*
O=C(C1CCCN(S(=O)(=O)Cc2ccccc2)C1)N1CCC(Cc2ccccc2)CC1 (stereo unspecified)	5	-1.4	-6	6	9	0	-1	-16
COc1cccc(CN(C)Cc2cc(=O)oc3cc(O)c(Cl)cc23)c1	6	0.0	0	-5	-314	-37	0	-8
COC(=O)CCSCC(=O)Nc1nnc(C)s1	-5	-0.2	-8	2	3	-3	-2	2
O=S(=O)(c1ccc(Cl)cc1)N1CCSC1c1ccco1 (stereo unspecified)	2	1.0	0	3	8	15	0	-3
CCCCC(=O)Nc1cccc(NC(=S)NC(C)=O)c1	-11	1.2	-11	5	-3	1	2	-2
CN(C)C(=O)c1nc2ccc(Cl)cn2c1CNCc1cccc(OC(F)(F)F)c1	0	2.0	-6	2	-46	14	1	-4
CCN(CC)C(=O)CC(c1ccc(F)cc1)c1ccco1 (stereo unspecified)	3	-1.0	-4	-2	-10	2	-4	-6
CCSc1nc2sc3c(c2c(=O)[nH]1)CC(C)(CC)OC3 (stereo unspecified)	0	-0.4	-7	-2	-24	-1	-1	-6
Cc1cc(/C=C2\SC(=S)N(C)C2=O)c(C)n1-c1cccc(O)c1	-2	66*	1	60*	16	38	5	90*
NC(=O)c1sc2nc(-c3cccnc3)ccc2c1N	3	1.3	6	0	-44	13	0	-9
O=C1NC2=C(C(=O)CCC2)C(c2ccc(OC(F)F)cc2)N1 (stereo unspecified)	-8	0.5	-6	6	-4	-2	1	-6
COc1ccc(NC(=S)N/N=C/c2ccc(F)c(F)c2)cc1	-5	5.4	1	2	29	17	3	-23
O=C(COC(=O)Cn1cnc2ccccc2c1=O)Nc1cc(Cl)ccc1[N+](=O)[O-]	-7	-0.1	1	·	18	6	-1	·
CC(NC(=O)c1cc2c(cc1Cl)N1CCCCCC1=NS2(=O)=O)c1ccc(S(N)(=O)=O)cc1 (stereo unspecified)	5	0.0	-3	-1	7	-4	1	-4
CC(C)n1c(=NC(=O)c2ccco2)c(C#N)cc2c(=O)n3ccccc3cc21	-2	-1.3	8	0	-429	6	-2	0
Cc1c(S(=O)(=O)Nc2ccc3c(c2)OCCO3)c(=O)n(C)c(=O)n1C	-11	-0.3	-3	-4	14	7	-2	-16
Cn1nccc1C(=O)NC1CC(C)(C)Cc2c1cnn2-c1ccc(F)cc1 (stereo unspecified)	1	1.2	1	0	9	-13	0	-9
COc1ccc(-n2c(C)cc(C(=O)COC(=O)Cn3cnc4ccccc43)c2C)cc1	-9	28	4	-7	-9	7	0	-14
CC(C)Nc1nc(Oc2ccc(=O)n(-c3ccccc3)n2)nc(N(C)C)n1	-4	-0.3	1	5	-6	10	5	0
Cc1ccc(NS(=O)(=O)c2cc(C(=O)NCc3cccnc3)ccc2C)cc1	4	-0.8	-6	-5	8	2	1	-13
CCOc1ccc(N(C(=O)/C=C/C(=O)Nc2cc(C)on2)C(C(=O)NC2CCCC2)c2ccccc2C)cc1 (stereo unspecified)	-10	-1.6	3	1	10	50	-1	2
CCOC(=O)N1CCN(C(=O)CSc2nc(=O)n3ccccc3n2)CC1	12	-0.5	-3	-15	-9	7	5	5
Cc1noc(C)c1CSc1nnc(-c2cccnc2)n1C1CCCCC1C (stereo unspecified)	-12	0.4	-1	9	9	-10	0	15
Cc1ccc(S(=O)(=O)N(C)C)cc1NC(=O)CN1C(=O)NC2(CCCc3ccccc32)C1=O (stereo unspecified)	-4	-0.1	15	3	16	-2	1	-9
COc1ccc(-n2nc(C(=O)NCC(=O)NCCCN3CC(C)CC(C)C3)c3ccccc3c2=O)cc1Cl (stereo unspecified)	-11	-0.5	-4	-7	-233	4	1	-16
COc1ccc(/C=N/NC(=O)c2snnc2C)c(OC)c1OC	4	-3.0	-1	-1	-89	-9	0	-5
O=C(NC(=S)Nn1cnnc1)c1ccccc1Br	-7	1.6	-3	4	29	29	1	-8
O=C(N1CCN(c2ccccc2F)CC1)C1(S(=O)(=O)c2ccc(Cl)cc2)CC1	1	-1.4	-4	-1	-2	11	-2	10
COc1ccc(C)cc1NC(=O)C(Sc1nnc(-c2ccncc2)n1-c1ccc(Cl)cc1)c1ccccc1 (stereo unspecified)	-19	3.8	-5	-1	9	11	-5	9
CC1(C)C2CCC1(C)C(OCCNCCOC(=O)Nc1ccccc1)C2 (stereo unspecified)	-5	4.9	-4	8	24	8	0	-7
COc1ccc(/C=C(/C(=O)Nc2ccccc2C(=O)NC(C)C)c2ccccc2)cc1	1	4.7	-1	-2	-4	9	-12	-4
O=C(O)CSc1nnc(Cc2ccccc2)n1Cc1ccccc1	2	-1.3	-12	7	18	-11	0	6
COc1cc(/C=N/Nc2ccc(Cl)c(C(=O)O)c2)ccc1OC(=O)c1ccc(F)cc1	7	-1.3	-3	-7	-20	-4	-4	9
O=C(CNCC1CCCO1)Nc1ccccc1-n1cccc1 (stereo unspecified)	14	0.7	-15	2	20	1	0	3
O=C(CSc1nc(=O)n(Cc2ccccn2)c2c1CCC2)Nc1ccc(F)cc1F	-11	-2.0	-3	-8	-7	11	3	-21
O=C1CN(C(=O)CNCc2ccc(Cl)cc2)c2ccccc2N1	8	0.2	-5	-7	12	-4	0	-7
O=[N+]([O-])/C=C\c1ccc(N2CCOCC2)cc1	-3	2.7	-4	10	13	10	2	7
CCN(C(=O)COC(=O)c1cc(=O)[nH]c2ccccc12)c1c(N)n(Cc2ccccc2)c(=O)[nH]c1=O	-10	-0.8	2	·	-296	-15	0	·
COc1ccc(C(c2nnnn2Cc2cccs2)N2CCN(c3ccccc3F)CC2)cc1 (stereo unspecified)	-5	0.4	-1	10	16	12	3	-12
COc1ccc(-c2nnc(-c3cccnc3)o2)cc1OC	3	-3.8	6	-9	-343	-6	-4	-10
CCCCN(CCCC)c1ncnc2nc[nH]c12	-3	0.5	-4	3	13	-4	-1	7
CCOC(=O)c1ccccc1Nc1cn(C(C)=O)c2ccccc12	0	-0.9	-1	-13	-395	12	0	-4
O=C(NC1CCCCCC1)c1ccc[nH]c1=S	3	-2.3	-4	-5	12	34	-1	-8
O=C1c2cccc3cccc(c23)C(=O)N1CCCN(C(=O)c1cccs1)c1cccc(F)c1	-11	2.9	8	0	-386	17	0	8
CCN(C(=O)c1ccc(N2CC3CC(C2)c2cccc(=O)n2C3)c(NC(=O)c2ccncc2)c1)c1cccc(C)c1 (stereo unspecified)	-1	-0.6	-2	-2	14	-1	-5	5
CN(C(=O)c1ccc(NC(=O)C2CCCN(C(=O)OC(C)(C)C)C2)cc1)C1CCCCC1 (stereo unspecified)	-4	-0.5	-7	10	14	5	-2	0
CC(C)n1nnc(-c2ccc(OCc3ccccc3F)cc2)n1	4	-0.2	-3	90*	-1	-3	5	90*
Cc1ccc(NC(=O)CN(C)Cc2ccc(F)cc2)c([N+](=O)[O-])c1	7	-0.2	-2	7	14	2	13*	-3
COc1ccc(CN2CCN(S(=O)(=O)c3ccccc3)CC2)cc1Br	-7	2.7	-2	2	17	37	-16	-13
FC(F)(F)c1cc(-c2ccccc2)nc2ncnn12	-2	-0.7	-6	6	-248	-2	0	-36
Cc1ccc2oc(-c3ccco3)nc2c1	-2	1.3	-6	55*	-186	-6	2	66*
COc1ccc(C(=O)Nc2c(F)c(F)c(F)c(F)c2F)c(OC)c1	-6	-0.5	-1	-8	5	6	0	-11
Nc1nc(SCc2ccc(Cl)cc2Cl)nc2nc3c(cc12)CCCC3	20	7.2	-4	5	-399	-4	-3	-9
COc1ccc(NC(=O)COc2coc(CN3CCc4ccccc4C3)cc2=O)cc1	-3	-2.0	2	-6	14	6	1	11
Cc1cc(C)n(CC(=O)N/N=C/c2ccc([N+](=O)[O-])s2)n1	-4	-1.0	-1	-5	32	18	-1	36
CC(/C=C1\SC(=O)N(CC(=O)Nc2ccc(O)cc2)C1=O)=C\c1ccccc1	1	3.8	-3	2	6	14	10*	-23
CCOC(=O)C1=C(C)NC(C)=C(C(=O)OCC)C1C(=O)OCC(=O)NC	-10	-0.3	-2	2	-298	8	0	4
CC(C)CC(COCc1cccc(C(F)(F)F)c1)N1CCN(C(=O)c2cccc(C(F)(F)F)c2)CCC1=O (stereo unspecified)	-8	-1.5	3	-9	14	31	-13	-3
CC(C)c1cc(C(N)=O)c(NC(=O)c2cccc(COc3ccc(Br)cc3)c2)s1	7	1.6	-6	-12	-224	18	7	12

3 compounds from above, arranged by the number in ATG4B inhibitor, high to low:
smiles	ATG4B inhibitor	MPTP block	HKDC1 inh	SENP7 block	PfG6PD inh	NR3A LBD binder	SENP6 block
CN(C(=O)c1ccc(NC(=O)C2CCCN(C(=O)OC(C)(C)C)C2)cc1)C1CCCCC1 (stereo unspecified)	-4	-0.5	-7	10	5	-2	0
COc1ccc(CN2CCN(S(=O)(=O)c3ccccc3)CC2)cc1Br	-7	2.7	-2	2	37	-16	-13
CC(C)CC(COCc1cccc(C(F)(F)F)c1)N1CCN(C(=O)c2cccc(C(F)(F)F)c2)CCC1=O (stereo unspecified)	-8	-1.5	3	-9	31	-13	-3

Continued:
SMILES	ATG4B inhibitor	MPTP block	HKDC1 inh	SENP7 block	SENP8 inh	PfG6PD inh	NR3A LBD binder	SENP6 block
CC(=O)NC1=NC(=O)/C(=C/N2CCOCC2)S1	-11	-2.3	-3	-1	-25	-12	1	-13
Nc1cc(-c2ccccc2)nn1Cc1ccccc1	-3	-1.8	11	-5	-1	22	-2	-11
CC1CN(C(=O)CCC(=O)NCc2ccccc2Cl)c2ccccc2S1 (stereo unspecified)	24	-1.0	5	-20	8	-3	1	-11
CC(Oc1ccc(F)cc1)C(=O)/C=C\N(C)C (stereo unspecified)	-8	1.3	-8	3	8	0	-1	-1
O=S(=O)(CCc1nc2ccccc2[nH]1)c1ccc(Br)cc1	1	-2.2	-2	3	23	-9	-2	3
CC(Oc1ccccc1F)C(=O)NN (stereo unspecified)	18	0.3	-11	2	23	-11	-2	-10
CN(Cc1cc(=O)n2ccsc2n1)c1ccccc1	6	0.9	-3	-11	-21	7	0	-23
COc1ccc(-c2cnn(C3CCS(=O)(=O)C3)c2N)cc1 (stereo unspecified)	-3	-1.7	-4	0	23	-6	0	6
CC(=O)c1ccc(N2CCN(C(=O)CCC(=O)c3cccs3)CC2)cc1	-3	-1.2	0	-4	-78	-13	0	-7
CSc1ccc(CNC(=O)C2Cc3cc(S(=O)(=O)N4CCCCC4)ccc3N2C(C)=O)cc1 (stereo unspecified)	-8	-0.6	-4	1	12	0	-3	-7
O=C(NCCN1CCOCC1)/C(=C\c1ccc(F)cc1)NC(=O)c1ccccc1	0	-2.0	-1	3	5	-2	-2	1
COc1nnc(-c2ccc(N3CCOCC3)c(NC(=O)c3ccccc3)c2)c2ccccc12	8	3.3	12	0	-41	4	-3	-10
Cc1cccc(C(=O)OCc2cncs2)c1	0	-2.4	-1	5	10	8	0	-1
COc1ccc(C2Nc3cc(OC)ccc3-n3cccc32)cc1 (stereo unspecified)	-2	2.2	6	5	-449	0	-7	-30
CCOC(=O)c1c(NC(=O)CSc2nnc(C)o2)sc(C)c1C	4	0.3	12	-6	8	-1	-1	-4
CC12CCC(=O)N1C(C(=O)Nc1cc(C(F)(F)F)ccc1N1CCCCC1)CS2 (stereo unspecified)	-5	-0.7	5	-1	3	28	4	-12

One compound at a time (already shown). Order of values: ATG4B inhibitor	MPTP block	HKDC1 inh	SENP7 block	SENP8 inh	PfG6PD inh	NR3A LBD binder	SENP6 block
`Cc1cccc(C(=O)OCc2cncs2)c1` in the list: 0	-2.4	-1	5	10	8	0	-1
`CC(Oc1ccccc1F)C(=O)NN` (stereo unspecified) in the list: 18	0.3	-11	2	23	-11	-2	-10
`CC(=O)c1ccc(N2CCN(C(=O)CCC(=O)c3cccs3)CC2)cc1` in the list: -3	-1.2	0	-4	-78	-13	0	-7
`CN(Cc1cc(=O)n2ccsc2n1)c1ccccc1` in the list: 6	0.9	-3	-11	-21	7	0	-23
`O=C(NCCN1CCOCC1)/C(=C\c1ccc(F)cc1)NC(=O)c1ccccc1` in the list: 0	-2.0	-1	3	5	-2	-2	1
